Hsp70 act – transcriptional activators of Hsp70; HeLa Hsp70 promoter luciferase reporter, luminescence; scaled: vehicle 0, proteasome-inhibitor control 100%; activation, % at 10 µM; 200,000 compounds, 0.04% hits;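 active = activation above the mean across all tested compounds plus 3 SD, cutoff set per campaign, cut at about 5.5% in these data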;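 note: 100% = MG132 at 30 µM as the positive control and 0% = DMSO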
Diaphorase inh – diaphorase inhibition or chemical oxidation counter-screen | inhibition, % at 20 µM | diaphorase resazurin-to-resorufin fluorescence, NADH, 16 min; bacterial (C. kluyveri) enzyme, not human | 190,000 compounds, 0.69% hits;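 active = primary screen inhibition at 20 µM above a set limit, cut at about 50% in these data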;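 note: plate controls were DMSO with full reaction for no effect and wells lacking NADH for full effect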
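Detection: fluorescence of resorufin formed from resazurin, Ex 544/Em 590 nm; test system: Clostridium kluyveri diaphorase enzyme; amount: 0.14 U/mL diaphorase, enzyme working solution; times: 16-min room-temperature incubation before reading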
Diaph act CS – counter-screen for diaphorase-based assays: diaphorase activators and chemical reducers; Diaphorase/resazurin coupled assay, resorufin fluorescence, 16 min; active compounds read high; 1 = vehicle wells, 0 = NADH-free wells; activation factor at 20 µM; 190,000 compounds, 0.005% hits;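 active = diaphorase activity raised at least twofold by the compound at 20 µM; inactive = activation factor below 2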
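Material: Clostridium kluyveri diaphorase, purified enzyme; Quantity: enzyme 0.07 U/mL final; Medium: HEPES pH 7.4 buffer with MgCl2 and Tween 20; Dosing: single compound dose of 20 µM, 1% DMSO final; Schedule: 16 min reaction at room temperature; Measured by: red resorufin fluorescence at 544/590 nm excitation/emission.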
APP 5UTR inh – APP translation inhibition. 190,000 compounds, 0.82% hits. inhibition, % at 2 µM. AID 1285. SH-SY5Y APP 5'UTR-luciferase reporter, luminescence;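 active = inhibition above a set limit, derived from the sample mean plus 3 SD, cut at about 45% in these data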; note: values of inactives mirror those of a sister screen read the other way
STAT3 activator – STAT3 signaling activation | U3A cells, IL-6 STAT3-luciferase reporter, luminescence; 100% = signal with IL-6 EC80 alone | activation (% of control), % at 5.6 µM | 190,000 compounds, 0.91% hits | AID 871;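 active = activation above the screen-wide mean of compound activation plus 3 SD, cut at about 130% in these data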;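 note: 0% = background luminescence of wells with medium and substrate only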
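Test system: Human STAT1-deficient U3A cells with stable STAT3-luciferase reporter | Also added: Interleukin-6, 33 ng/mL | Timing: Compound pre-incubation 1 h before IL-6, then 6 h stimulation at 37 °C | Technique: Luciferase reporter luminescence | Read-out: Percent of IL-6-only median luminescence | Benchmarks: IL-6-only wells as 100% reference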
STAT1 act – activators of IFN-gamma induced STAT1 signaling; activation (% of control), % at 5.5 µM; 200,000 compounds, 2.6% hits; AID 932; NIH 3T3 STAT1-luciferase reporter, luminescence; 100% = IFN-gamma alone, no compound;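 active = activation above the screen-wide mean activation plus 3 SD, cut at about 130% in these data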;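 note: raw ratio to IFN-gamma control signal so 100% means no change and 0% no light; values of inactives mirror those of a sister screen read the other way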
TLR4-MyD88 BLA – TLR4-MyD88 interaction inhibition in cells; O00206+Q99836; inhibition, % at 8.4 µM; HeLa CL3-4 TLR4/MyD88 BLA complementation, FRET ratio; 200,000 compounds, 0.18% hits; in the data active = inhibition above about 25%;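 note: 0% = vehicle and 100% = reference inhibitor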
Target sequence (O00206 whole entry, looked up): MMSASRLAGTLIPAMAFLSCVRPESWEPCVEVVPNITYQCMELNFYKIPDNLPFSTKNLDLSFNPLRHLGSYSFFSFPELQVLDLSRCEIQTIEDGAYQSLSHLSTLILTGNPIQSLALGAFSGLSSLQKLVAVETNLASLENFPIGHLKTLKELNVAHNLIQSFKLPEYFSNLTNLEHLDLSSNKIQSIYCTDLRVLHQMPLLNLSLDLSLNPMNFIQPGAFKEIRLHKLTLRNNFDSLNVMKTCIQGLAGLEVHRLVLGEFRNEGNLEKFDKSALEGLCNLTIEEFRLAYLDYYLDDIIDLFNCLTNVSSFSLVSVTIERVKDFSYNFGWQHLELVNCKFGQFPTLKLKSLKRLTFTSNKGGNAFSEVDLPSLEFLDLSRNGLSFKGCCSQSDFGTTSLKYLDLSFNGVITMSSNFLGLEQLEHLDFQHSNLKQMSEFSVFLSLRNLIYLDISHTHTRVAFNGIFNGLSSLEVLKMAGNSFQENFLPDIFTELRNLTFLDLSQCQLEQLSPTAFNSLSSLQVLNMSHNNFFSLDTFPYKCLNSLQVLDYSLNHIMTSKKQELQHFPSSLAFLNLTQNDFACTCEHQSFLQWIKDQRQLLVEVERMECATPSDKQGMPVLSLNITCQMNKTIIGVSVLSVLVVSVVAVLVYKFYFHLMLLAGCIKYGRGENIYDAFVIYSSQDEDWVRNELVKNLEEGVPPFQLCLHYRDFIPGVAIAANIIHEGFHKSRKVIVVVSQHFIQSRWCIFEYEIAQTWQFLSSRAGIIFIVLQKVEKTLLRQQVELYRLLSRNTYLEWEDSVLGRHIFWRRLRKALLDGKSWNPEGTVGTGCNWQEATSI
Target sequence (Q99836 whole entry, looked up): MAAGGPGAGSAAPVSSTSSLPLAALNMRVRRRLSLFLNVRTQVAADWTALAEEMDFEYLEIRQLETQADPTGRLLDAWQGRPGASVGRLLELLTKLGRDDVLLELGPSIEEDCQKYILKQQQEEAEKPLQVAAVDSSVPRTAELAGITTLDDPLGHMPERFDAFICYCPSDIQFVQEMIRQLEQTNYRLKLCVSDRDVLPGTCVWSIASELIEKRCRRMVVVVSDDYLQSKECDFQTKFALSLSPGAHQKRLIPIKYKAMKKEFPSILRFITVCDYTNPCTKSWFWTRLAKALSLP
G6PDH counter – inhibits Leuconostoc G6PDH, flagging false hits in G6PDH-based assays. Purified L. mesenteroides G6PDH, diaphorase/resazurin coupled fluorescence, 45 min. inhibition, % at 5 µM. 200,000 compounds, 0.12% hits; in the data active = inhibition above about 50%
STAT3 blocker – inhibitors of IL-6 induced STAT3 signaling; U3A cells, IL-6 STAT3-luciferase reporter, luminescence; host cell line lacks STAT1; inhibition, % at 5.5 µM; 190,000 compounds, 0.89% hits;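 active = inhibition above the mean inhibition across all screened compounds plus 3 SD, cut at about 44% in these data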;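 note: 0% = DMSO only wells and 100% = 100 µM nifuroxazide control wells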
STAT1 inh – inhibitors of IFN-gamma induced STAT1 signaling | 200,000 compounds, 0.35% hits | AID 920 | NIH 3T3 STAT1-luciferase reporter, luminescence | inhibition, % at 5.5 µM;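 active = inhibition above a set limit, the mean inhibition across all tested compounds plus 3 SD, cut at about 34% in these data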;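 note: 0% = IFN-gamma with DMSO and 100% = IFN-gamma with 300 µM nifuroxazide; values of inactives mirror those of a sister screen read the other way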
An asterisk follows results filed as active; . = no result given.

SMILES | Hsp70 act | Diaphorase inh | Diaph act CS | APP 5UTR inh | STAT3 activator | STAT1 act | TLR4-MyD88 BLA | G6PDH counter | STAT3 blocker | STAT1 inh
CCN1CCN(C(c2cccs2)C(C)NC(=O)c2ccccc2OC)CC1 (centres undefined) | -0.4 | 6 | 0.9 | 8 | 109 | 102 | -11 | 15 | -12 | -6
COC(=O)Cc1c(C)c2ccc(OCC(=O)NCc3ccc4c(c3)OCO4)cc2oc1=O | 0.1 | 15 | 0.8 | -18 | 96 | 94 | 2 | 8 | 9 | 6
O=C(CNC(=O)c1ccco1)NCC(=O)OCc1ccc(Cl)cc1 | -0.2 | 8 | 0.9 | 0 | 97 | 108 | 1 | 13 | 4 | -2
COc1ccc([N+](=O)[O-])cc1NCc1cccnc1 | -0.1 | 3 | 1 | -1 | 107 | 90 | 6 | 7 | -2 | 8
Cc1ccc2nc(-c3ccncc3)c(NC3CCCCC3)n2c1 | -0.3 | 2 | 1 | -10 | 100 | 88 | -1 | 1 | 7 | 11
CC(C)CCOP(=O)(c1ccc(N(C)C)cc1)C(O)c1ccccc1F (centres undefined) | -0.5 | -2 | 1 | 11 | 105 | 97 | -3 | -4 | -3 | 3
CCOC(=O)/C(C#N)=C1/C=C(C)NC(c2ccccc2O)=N1 | -0.4 | 29 | 0.7 | -2 | 90 | 88 | -9 | -40 | 11 | 13
CC(=O)c1c(O)c2ccccc2n(C(C)C)c1=O | -0.1 | 17 | 0.8 | 3 | 86 | 101 | -3 | -1 | 26 | -2
COc1ccc(CCN(Cc2nc3ccccc3c(=O)[nH]2)C(=O)C2CC2)cc1 | -0.4 | 14 | 0.9 | 0 | 98 | 102 | 12 | 9 | 6 | -5
CCn1nnnc1SCC(=O)NCc1cccs1 | 1.0 | -9 | 1.1 | -12 | 96 | 91 | -6 | 3 | 7 | 10
O=C(C1=C[C@@H](C2CCCCC2)C[C@@H](OCc2ccc(CO)cc2)O1)N1CCN(Cc2ccc3c(c2)OCO3)CC1 | -0.3 | 29 | 0.7 | 12 | . | 98 | -9 | 12 | . | 4
O=C(OC1CCOC1=O)c1cccc(S(=O)(=O)Nc2cccc(Cl)c2)c1 (centres undefined) | 0.3 | 20 | 0.8 | 3 | 90 | 98 | -4 | 20 | 10 | 2
Cc1ccc(NC(=O)c2ccc(OC(=O)c3cc4ccccc4o3)cc2)cc1 | -0.2 | -4 | 1 | -38 | 111 | 134* | -10 | 7 | -12 | -27
CCOc1ccccc1OCCCCCc1c(C)n[nH]c1C | -0.5 | 17 | 0.8 | 4 | 85 | 92 | 5 | 8 | 23 | 8
COc1cc(-c2nc(S(=O)(=O)c3ccc(C)cc3)c(N3CCOCC3)o2)cc(OC)c1OC | -0.3 | 16 | 0.8 | 6 | 91 | 101 | -1 | 2 | 15 | -1
COCCCn1c(SCC(=O)N2CCc3ccccc32)nnc1-c1ccco1 | -0.3 | 10 | 0.9 | -3 | 101 | 102 | -10 | 7 | 2 | -2
Cc1cccc(NC(=O)CCCn2c(=S)[nH]c3ccccc3c2=O)c1 | -0.2 | 4 | 1 | -7 | 106 | 92 | 5 | 1 | 6 | 8
CNc1nc(SCc2ccccc2)nc(N2CCOCC2)n1 | -0.3 | 22 | 0.8 | -25 | 116 | 102 | 3 | -24 | -15 | -2
CCOc1nc(Nc2ccc(F)cc2)nc(N2CCN(c3ccc(OC)cc3)CC2)n1 | -0.2 | 11 | 0.9 | -4 | 85 | 94 | 0 | 2 | 19 | 7
CCOC(=O)CNC(=O)CSc1cc(C)nc2ccc(OC)cc12 | 0.0 | 25 | 0.8 | -1 | 99 | 91 | 4 | 9 | 3 | 8
Cc1ccc(NC(=O)c2cc(-c3cccs3)on2)cc1 | 0.2 | 5 | 0.9 | -13 | 90 | 130* | -12 | -6 | 18 | -33
CCn1c(CNc2ccc(F)cc2)nnc1SCCN1CCCCC1 | -0.4 | 19 | 0.8 | -7 | 106 | 100 | 11 | 7 | -1 | 0
CCC(CC)C(=O)Nc1cc(=O)n(C)c(=O)n1C | -0.2 | -2 | 1 | 8 | 100 | 100 | -5 | 3 | 9 | 0
C#CC(C)(C)NC(=O)CSc1nc2c(c(=O)n(C)c(=O)n2C)n1CCCC | -0.2 | 19 | 0.8 | 1 | 105 | 123 | 14 | 2 | -2 | -25
Cc1ccc(S(=O)(=O)Cn2nnnc2C(c2ccc(F)cc2)N2CCCCC2)cc1 (centres undefined) | -0.3 | 26 | 0.7 | 7 | 103 | 104 | 0 | 12 | -3 | -4

Some entries already given with just Hsp70 act.
smiles	Hsp70 act
Cc1ccc2nc(-c3ccncc3)c(NC3CCCCC3)n2c1	-0.3
CC(C)CCOP(=O)(c1ccc(N(C)C)cc1)C(O)c1ccccc1F (centres undefined)	-0.5
CCOC(=O)/C(C#N)=C1/C=C(C)NC(c2ccccc2O)=N1	-0.4
CC(=O)c1c(O)c2ccccc2n(C(C)C)c1=O	-0.1

An excerpt from the list above, for reference:
SMILES | Hsp70 act | Diaphorase inh | Diaph act CS | APP 5UTR inh | STAT3 activator | STAT1 act | TLR4-MyD88 BLA | G6PDH counter | STAT3 blocker | STAT1 inh
CCN1CCN(C(c2cccs2)C(C)NC(=O)c2ccccc2OC)CC1 (centres undefined) | -0.4 | 6 | 0.9 | 8 | 109 | 102 | -11 | 15 | -12 | -6
COC(=O)Cc1c(C)c2ccc(OCC(=O)NCc3ccc4c(c3)OCO4)cc2oc1=O | 0.1 | 15 | 0.8 | -18 | 96 | 94 | 2 | 8 | 9 | 6

Later entries:
SMILES | Hsp70 act | Diaphorase inh | Diaph act CS | APP 5UTR inh | STAT3 activator | STAT1 act | TLR4-MyD88 BLA | G6PDH counter | STAT3 blocker | STAT1 inh
COc1ccc(C2CC(=O)c3cnc(N4CCc5ccccc54)nc3C2)c(OC)c1 (centres undefined) | 0.0 | -32 | 1.3 | 24 | 94 | 96 | -10 | 18 | 10 | 2
O=C(COC(=O)c1c2c(nc3ccccc13)CCCC2)c1cccs1 | -0.2 | 4 | 1 | -4 | 109 | 90 | -13 | 8 | -5 | 10
COc1ccc(CCNC(=O)c2cc(C(=O)c3cc(Cl)ccc3O)cn(CCc3ccc(OC)cc3)c2=O)cc1 | 0.5 | 11 | 0.9 | -18 | 86 | 89 | -6 | 6 | 15 | 12
CN(C)S(=O)(=O)c1cccc(NC(=O)c2n[nH]c(=O)c3ccccc23)c1 | -0.3 | 4 | 1 | -13 | 104 | 101 | 9 | -8 | 0 | -4
CCOC(=O)c1csc(NC(=O)C2CCCCC2)n1 | 0.6 | 14 | 0.9 | -26 | 99 | 117 | 1 | -7 | 6 | -19
COc1ccc(Cl)c(NC(=O)Cn2nnc(-c3ccccc3N)n2)c1 | -0.1 | 12 | 0.9 | 26 | 101 | 101 | -11 | 2 | 4 | -2
C/C(=N\Nc1nnc2c3ccccc3n(C)c2n1)c1ccc(C)o1 | -0.4 | 1 | 1 | -18 | 97 | 102 | -9 | 4 | 8 | -3
COc1ccccc1N1CCN(C(=O)CCN2C(=O)c3cccc4cccc(c34)C2=O)CC1 | -0.4 | -3 | 1 | -11 | 125 | 101 | -4 | 24 | -27 | -3
CCn1cc(Br)c(C(=O)N2CCN(c3ccccc3)CC2)n1 | 0.1 | -2 | 1 | 10 | 98 | 99 | 3 | 3 | 5 | 1
Cc1[nH]nc(SCC(=O)N2CCCCC2)c1[N+](=O)[O-] | -0.2 | 12 | 0.9 | -12 | 107 | 111 | 0 | -7 | 0 | -12
Cc1nc(C(=O)N(C)C)nn1-c1ccc([N+](=O)[O-])cc1 | -0.2 | 4 | 1 | 18 | 80 | 94 | -15 | 4 | 30 | 6
CCOC(=O)c1cc2c(n(-c3ccc(Cl)cc3)c1=O)CCCC2=O | 0.2 | 3 | 1 | 4 | 97 | 103 | -6 | 7 | 6 | -4
O=C(O)C1CC=CCC1C(=O)Nc1ccccc1C(=O)N1CCN(c2ccc(F)cc2)CC1 (centres undefined) | -0.1 | -3 | 1 | 11 | 110 | 99 | -1 | 6 | -12 | 1
O=C(NCCN1CCCCCC1)c1ccc(N2CCCC2=O)cc1 | -0.4 | -18 | 1.2 | -3 | 103 | 103 | -3 | -22 | 2 | -3
CC1(C)CC(=O)c2c(O)cc(O)cc2O1 | 0.0 | 7 | 0.9 | -6 | 97 | 98 | 1 | 6 | 6 | 2
CN1CCS/C1=C/C=C1/SC(=S)N(Cc2ccccc2)C1=O | 0.1 | 15 | 0.9 | . | 95 | 116 | 12 | -26 | 6 | -18
Cc1c(C(=O)O)oc2ccc(S(=O)(=O)NCc3ccccc3)cc12 | 0.4 | 0 | 1 | 4 | 99 | 94 | 1 | 0 | 5 | 7
COc1cccc(-c2nnc(SCC(=O)NCc3ccc4c(c3)OCO4)n2Cc2ccco2)c1 | -0.3 | 18 | 0.8 | 19 | 110 | 102 | -3 | 0 | -8 | -2
Cc1ccc(S(=O)(=O)N2CCCC(C(=O)NNCC(=O)Nc3cc(F)ccc3F)C2)cc1 (centres undefined) | -0.2 | 11 | 0.9 | 0 | 97 | 88 | 3 | 6 | 9 | 10
CCc1nn2cc(C(=O)c3cc(C)ccc3O)cnc2c1-c1ccc(F)cc1 | -0.1 | 21 | 0.8 | 0 | 103 | 91 | 0 | -11 | -1 | 10
CC(C)(C)NC(=O)Cn1c(SCC(=O)Nc2nccs2)nc2ccccc21 | -0.4 | 8 | 0.9 | 6 | 98 | 100 | 6 | 8 | 4 | 2
Cc1c(/C=C/C(=O)c2ccc(Cl)s2)cnn1C | 0.0 | 2 | 1 | -92 | 94 | 106 | -12 | 7 | 10 | -7
Cc1ccc(NC(=O)c2cccs2)cc1NC(=O)c1cccnc1 | 0.0 | 1 | 1 | -12 | 105 | 104 | -7 | 4 | -4 | -5
Cc1ccc(-n2c(C)cc(C(=O)COC(=O)c3ccc[nH]c3=O)c2C)cc1C | 0.1 | 10 | 0.9 | -14 | 106 | 109 | -8 | 0 | -9 | -9
CN1C(=S)SC(N(O)C(=O)Nc2ccc(Cl)c(Cl)c2)C1(C)C (centres undefined) | -0.5 | 22 | 0.8 | 1 | 80 | 89 | 10 | 7 | 26 | 13
CCCC1Nc2ccc(C(=O)O)cc2C2C=CCC12 (centres undefined) | -0.2 | 10 | 0.9 | -1 | 107 | 92 | -3 | 11 | 1 | 9
CCOC(=O)c1c(NC(=O)c2ccccc2)sc2c1CCc1ccccc1-2 | 0.0 | 10 | 0.9 | 6 | 115 | 97 | -3 | 18 | -13 | 3
O=C(CN1CCC(N2CCCCC2)CC1)N1CCOCC1 | 0.0 | 7 | 0.9 | -8 | 97 | 90 | -11 | 2 | 6 | 8
COc1ccccc1NC(=O)COc1ccccc1 | -0.4 | 11 | 0.9 | -8 | 93 | 103 | -3 | 5 | 8 | -3
Cc1ccc(S(=O)(=O)n2cnc3ccccc32)c(C)c1 | -0.4 | 1 | 1 | -4 | 102 | 100 | -3 | 1 | 5 | 0
